BRCA1 expr up = BRCA1 expression activation; actives 1.1% (n = 380,000); MCF7-BRCA1-FFLuc reporter, luminescence, 48 h; response scale: scaled: vehicle 0%, 10 µM genistein 100%; Potency, µM (series often up to 46.1 µM), for the others: at the top dose activation, most hits filed as activators; note: nearly all actives have a fitted effect of over 80% in size; some results filed as inactive show a strong effect at the top dose
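MCF7-BRCA1-FFLuc cells, 2000/well in phenol-red-free MEM, attached 2 h then treated 48 h at 37 C. Luciferase luminescence read 15 min after reagent; normalized to genistein maximum activation (10microM) and DMSO, concentration-response fitted.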
FLuc modulator = inhibits or activates purified firefly luciferase, miR-21 counter-screen. P08659. purified FLuc, Km substrates, luminescence inhibition. Potency, µM (titrated, usually from 57.5 µM), for inactives: at the highest dose activity change, negative = inhibition, actives largely listed as inhibitors. actives 6.9% (n = 360,000);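 note: plate controls were vehicle for no effect and reference inhibitor for full effect; nearly all actives have a fitted effect of over 55% in size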
Target sequence (P08659 whole entry, looked up): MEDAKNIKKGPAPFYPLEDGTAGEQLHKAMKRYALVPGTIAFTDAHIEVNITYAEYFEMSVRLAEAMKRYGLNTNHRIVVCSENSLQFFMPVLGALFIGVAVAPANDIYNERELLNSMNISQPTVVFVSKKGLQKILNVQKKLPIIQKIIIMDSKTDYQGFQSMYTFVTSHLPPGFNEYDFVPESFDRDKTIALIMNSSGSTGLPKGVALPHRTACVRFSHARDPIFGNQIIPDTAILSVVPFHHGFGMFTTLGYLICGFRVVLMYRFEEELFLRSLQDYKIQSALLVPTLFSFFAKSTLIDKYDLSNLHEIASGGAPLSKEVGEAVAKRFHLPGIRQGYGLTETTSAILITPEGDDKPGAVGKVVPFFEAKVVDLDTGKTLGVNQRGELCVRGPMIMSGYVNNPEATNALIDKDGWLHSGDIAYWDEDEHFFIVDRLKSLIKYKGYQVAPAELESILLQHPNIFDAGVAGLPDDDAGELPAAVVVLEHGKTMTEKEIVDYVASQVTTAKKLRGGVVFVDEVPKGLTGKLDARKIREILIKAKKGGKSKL
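Purified P. pyralis luciferase (10nM final) with 10uM D-luciferin and 10uM ATP (Km levels) in 50mM Tris acetate pH 7.5, 10mM Mg acetate, 0.01% Tween-20, 0.05% BSA; qHTS 6-point titration, ~60 µM downward; luminescence read.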
RORg inh = blocks mouse ROR gamma transcriptional activity | P51450 | Drosophila S2 Gal4-RORgamma UAS-luciferase reporter, 20 h | Potency, µM (doses to about 53.6 µM), for the others: at the highest dose activity change, negative = inhibition, usual class: inhibitors | actives 5.4% (n = 310,000) | AID 2551; note: % is set by controls: 0 for no effect and ±100 for the full control effect; nearly all actives have a fitted effect of over 60% in size
Target sequence (P51450 whole entry, looked up, the tested form may be a part): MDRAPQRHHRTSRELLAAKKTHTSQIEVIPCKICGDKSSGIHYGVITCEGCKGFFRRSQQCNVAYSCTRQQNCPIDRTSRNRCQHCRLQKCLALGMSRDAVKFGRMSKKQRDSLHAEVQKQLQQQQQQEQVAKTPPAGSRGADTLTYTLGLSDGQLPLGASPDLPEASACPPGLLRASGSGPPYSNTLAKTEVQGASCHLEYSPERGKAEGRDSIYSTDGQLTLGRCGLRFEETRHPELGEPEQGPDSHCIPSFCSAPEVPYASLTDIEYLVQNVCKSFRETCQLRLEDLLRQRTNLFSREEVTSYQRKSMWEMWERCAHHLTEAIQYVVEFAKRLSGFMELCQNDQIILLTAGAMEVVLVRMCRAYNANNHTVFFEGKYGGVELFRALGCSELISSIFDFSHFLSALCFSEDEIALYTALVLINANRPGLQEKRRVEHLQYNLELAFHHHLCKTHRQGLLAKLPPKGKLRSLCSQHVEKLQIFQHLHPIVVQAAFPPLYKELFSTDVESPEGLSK
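In this cell-based reporter format, copper sulfate (700 uM final) drives Gal4–ROR gamma fusion expression from a metallothionein promoter in Drosophila Schneider cells; compounds preincubated 1 hr, reporter read after 20 hr at ambient temperature.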
MBNL1-CUG inh = blocks human MBNL1 binding to CUG repeat RNA. Potency, µM (highest dose often 57.5 µM), for inactives: at the top dose activity change, negative = inhibition, most hits filed as inhibitors. Q9NR56. actives 0.036% (n = 280,000). TR-FRET MBNL1-His/biotin-(CUG)12 binding, 665/545 ratio; active = well fitted inhibition curve with a large enough effect in the signal ratio, with a control signal flat, not every such curve was filed as active; inconclusive = small, poorly fitted or top-dose-only effect, or effect the other way, or a change in a side signal; inactive = no such curve, though single readings can be large or run the other way; the % refers to the signal ratio; note: % is set by controls: 0 for no effect and ±100 for the full control effect
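TR-FRET between His-tagged MBNL1 and biotin-(CUG)12 RNA, detected with Tb anti-His antibody (0.055 ng/ul) and streptavidin-XL665 (5 nM), 60 min at room temperature. Compounds titrated 92 nM to 58 uM; 665/545 nm ratio normalized to buffer and complex controls.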
Rab9 promoter act = activators of Rab9 promoter; AID 485297; Huh7 Rab9 promoter-luciferase reporter, luminescence, 24 h; Potency, µM (highest dose often 9.22 µM), for inactives: top-dose activation, negative = inhibition, usual class: activators; actives 2.8% (n = 320,000); note: % of control where 0% means no effect; nearly all actives have a fitted effect of over 60% in size
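Huh7 reporter line, Rab9 promoter upstream of luciferase. Compound exposure 24 h at 37 °C in reduced-serum medium with 10% FBS. Read-out: luminescence.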
NPC1 promoter act = activators of NPC1 promoter; Huh7 NPC1 promoter luciferase reporter, 24 h; actives 2.4% (n = 320,000); AID 485313; Potency, µM (top dose mostly 9.22 µM), inactives show at the top dose activation, hits mostly activators;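 note: % of control where 0% means no effect; nearly all actives have a fitted effect of over 60% in size; reporter is driven by a mutant NPC1 promoter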
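Quantitative HTS used a cell-based reporter: Huh7 cells stably bearing the NPC1 promoter upstream of luciferase were treated with compounds for 24 h, and promoter activation was read as luminescence.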
p53 reactivator = mutant p53 re-activation in reporter cells | H1299 p53-A138V BP100-luciferase reporter, luminescence, 24 h | Potency, µM (series often up to 92.2 µM), for the others: top-dose activity change, positive = activation, most hits filed as activators | actives 0.063% (n = 320,000); note: % of control where 0% means no effect; nearly all actives have a fitted effect of over 45% in size
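H1299 (p53-null), stable ts p53-A138V + BP100-Luc; 1000 cells/well, Opti-MEM/10% FBS; cpd 4 pt, 1:5; 24 h, 37 deg C, 5% CO2; detection reagent 10 min RT; luminescence.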
uPA generation = cell surface uPA generation inhibition; cell surface uPA generation assay, qHTS; Potency, µM (top dose mostly 38.3 µM), for inactives: top-dose activity change, negative = inhibition, usual class: inhibitors; actives 0.31% (n = 330,000); AID 540303; active = well fitted inhibition curve with a large enough effect; inconclusive = small, poorly fitted or top-dose-only effect; inactive = no such curve, though single readings can be large or run the other way; tested in mouse RAW 264.7 cells; note: % is set by controls: 0 for no effect and ±100 for the full control effect; nearly all actives have a fitted effect of over 55% in size
VP16 counter = counter-screen for ROR gamma inhibitors: Gal4-VP16 reporter; Drosophila S2 Gal4-VP16 UAS-luciferase, luminescence, 20 h; Potency, µM (titrated, usually from 53.6 µM), for inactives: at the highest dose activity, negative = inhibition, most hits filed as inhibitors; actives 3.5% (n = 310,000); AID 2546;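 note: Gal4-VP16 expression switched on by copper sulfate through the metallothionein promoter; % is set by controls: 0 for no effect and ±100 for the full control effect; nearly all actives have a fitted effect of over 50% in size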
ELG1 genotox = induces genotoxicity in HEK293T cells with luciferase-tagged ELG1. AID 504466. actives 1.3% (n = 330,000). HEK293T ELG1-luciferase reporter, luminescence, 16 h. Potency, µM (titrated, usually from 46 µM), for inactives: top-dose activity change, positive = activation, usual class: activators; note: % of control where 0% means no effect; nearly all actives have a fitted effect of over 60% in size
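Step 1: seed 2,000 HEK293T ELG1-luciferase cells per well. Step 2: add compound or DMSO, incubate 16 hr at 37 °C. Step 3: ONE-Glo, 30 min at room temperature, read luminescence.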
* = called active by the depositor; ? = inconclusive; · = no result given; [ ] = dose if it differs, or a comment. Unless noted, calls come from the whole dose curve; as a rule, active = well fitted curve in the direction sought with a large enough effect; inconclusive = small, poorly fitted or top-dose-only effect, or another doubt; inactive = no such curve, though single readings can be large; an effect the other way counts as inactive or inconclusive. Potency is the fitted concentration of half-maximal effect.

compound,BRCA1 expr up,FLuc modulator,RORg inh,MBNL1-CUG inh,Rab9 promoter act,NPC1 promoter act,p53 reactivator,uPA generation,VP16 counter,ELG1 genotox
Cc1ccc(C(C)NC(=O)c2cc(C)oc2C)cc1 (stereo not given),-15%,3%,4%,1%,4%,-2%,-1%,2%,-6%,2%
Cc1ncc([N+](=O)[O-])n1CC(=O)Nc1ccc(F)cc1F,9%,1%,6%,4%,4%,-2%,0%,2%,1%,4%
CCCn1c(SCC(=O)NCc2ccc(F)cc2)n[nH]c1=O,6%,-1%,-6%,-3%,9%,0%,2%,-1%,-7%,1%
COc1ccccc1-n1c(C)nc2cc(C(=O)NCc3ccc4c(c3)OCO4)ccc21,-17%,-15%,28%,-24%,1%,4%,-42%[inhibitor],5%,?,0%
Cc1cccc(OCC(=O)Nc2ccncc2)c1C,20%,?,?,-2%,-5%,-14%,-18%,-6%,3.2µM*,8%
Cc1ccc(CSCC(=O)N(C)CC(=O)Nc2cccc(F)c2)cc1,9%,-12%,·,·,2%,0%,4%,0%,·,-5%
CN(Cc1ccccc1)S(=O)(=O)c1ccc2[nH]cc(C(=O)NCC3CCCO3)c(=O)c2c1 (stereo not given),18%,11µM*,8%,56%[activator],2.8µM*,3.2µM*,?,16%,-7%,?
Cn1c(NC(=O)/C=C\c2ccccc2)cc(=O)n(C)c1=O,21%,?,7%,?,3.5µM*,30%,29%,-5%,8%,?
O=S(=O)(Nc1cccc(-c2ccc3nncn3n2)c1)c1cccs1,-5%,-8%,-37%,16%,3%,-1%,-3%,-3%,17%,?
CCOc1ccc(N(CC(=O)Nc2ccc(C)c(F)c2)C2=NC3CS(=O)(=O)CC3S2)cc1 (stereo not given),-20%,0%,12%,-1%,-3%,-3%,-7%,-22%,-1%,-1%[9.26 µM]
CC(=O)c1cccc(NC(=S)NC(=O)c2cccc(C)c2)c1,?,4.3µM*,7.9µM*,·,3.2µM*,?,?,2%,?,?
COc1ccc([C@H]2CC(=O)C=C(c3ccc(O)cc3)C2)cc1OC,-49%,-13%,·,·,1%,-9%,-3%,?,·,1%
CCC(C)NC(=S)Nc1ccc(F)cc1 (stereo not given),17%,4%,10µM*,-5%,-1%,-4%,5%,0%,?,-4%
CC1(C)CC(=O)C2=C(C1)N(CCN1CCOCC1)C1=C(C(=O)CC(C)(C)C1)C2c1ccc(Cl)cc1,-14%,-1%,20%,6%,0%,-2%,-5%,-14%,2%,-10%
C=CCNC(=O)CN(c1ccc(F)cc1)S(=O)(=O)c1ccc(OC)cc1,-24%,2%,3%,-5%,4%,1%,0%,10%,10%,4%
CC(/C=C/c1ccc2c(c1)OCO2)=N/NC(=O)COc1ccc(C)cc1,2%,-2%,-7%,0%,-3%,1%,5%,-2%,-2%,-1%
CN(Cc1ccccc1)C1CC(=O)N(c2ccc(C(=O)O)cc2)C1=O (stereo not given),5%,-15%,-2%[0.365 µM],0%,-2%,3%,6%,·,·,1%
Cc1cccc(NS(=O)(=O)c2ccc(-c3ccc(=O)[nH]n3)o2)c1,6%,2%,-3%,?,-1%,0%,6%,2%,2%,8%
Oc1ccc(Cl)cc1/C=N/c1nc2ccccc2[nH]1,-11%,-18%,?,-2%,-1%,-2%,?,-1%,-9%,-1%
COc1ccccc1NC(=O)c1ccc(NS(C)(=O)=O)cc1,6%,4%,-14%,-1%,-3%,-2%,-4%,8%,-15%,-2%
O=S(=O)(c1ccc(Cl)cc1)c1cnc2ccccc2n1,-42%,-2%,-142%,11%,-3%,-7%,16%,-16%,?,-2%
Cc1cccc2cc(C#N)c(N3CCC(O)CC3)nc12,30%,-19%,-28%,18%,-5%,-6%,2%,3%,-1%[10 µM],-9%
COc1ccc(N(CC(=O)N/N=C/c2ccccc2F)S(=O)(=O)c2ccccc2)cc1,-15%,-2%,25%,-6%,-8%,0%,-2%,2%,-7%,-6%
CCOC(=O)C1(Cc2ccccc2)CCCN(Cc2cnn(CC)c2)C1 (stereo not given),-9%,-1%,-10%,6%,-9%,-6%,-4%,-12%,22%,-1%
COc1ccccc1N=Nc1c(C)n[nH]c1C,-17%,4%,-3%,11%,-1%,-4%,1%,10%,-8%,1%
COc1ccccc1-c1noc2ncnc(Nc3ccccc3C)c12,-8%,4%,2%,4%,2%,0%,·,-3%,8%,-5%
CCc1n[nH]c(=S)n1/N=C/c1cc(Br)c(OC)cc1OC,-11%,1%,?,?,7%,-2%,0%,-2%,?,2%
O=C(NN1C(=O)C2C3CCC(O3)C2C1=O)c1ccc(Cl)cc1 (stereo not given),44%,-8%,-5%,-7%,-2%,0%,-3%,-7%,20%,4%
CCCc1[nH]c(=O)c(C#N)c2c1CCCC2,-4%,0%,2%,0%,8%,0%,3%,·,4%,5%
Cc1nn(C(C)(C)C)c(OC(=O)c2ccco2)c1Sc1ccccc1,0%,3%,-17%,-13%,6%,-4%,5%,2%,-2%,-8%
COC(=O)CSc1nnc2cc(C)c3ccccc3n12,0%,-8%,-20%,1%,0%,0%,-1%,1%,3%,0%
COc1ccc(S(=O)(=O)Nc2cccc3c2O[C@H](CN(C)C(=O)NC2CCCCC2)[C@@H](C)CN([C@H](C)CO)C3=O)cc1,-5%,·,·,·,·,·,1%,2%,·,0%
O=C(CCNS(=O)(=O)c1ccc(Br)cc1)NCc1ccco1,-18%,2%,·,·,0%,-1%,-2%,3%,·,-7%
O=C(Nc1ccccc1)c1ccc(CSc2ncccn2)cc1,4%,3.4µM*,4%,-7%,1µM*,1.1µM*,10%,-1%,-24%,?
O=C(COC(=O)Cn1cnc2ccccc21)Nc1cc2c(cc1Cl)C(=O)c1ccccc1C2=O,?,?,2.8µM*,?,2.8µM*,3.2µM*,14%,5µM*,?,?
O=C(c1cc(=O)[nH]c2ccccc12)N1CCN(c2ccc([N+](=O)[O-])cc2)CC1,0%,-1%,-4%,·,-1%,-2%,-1%,-6%,?,-7%
CCCCCN(C(=O)CCC(=O)OCc1ccccc1Cl)c1c(N)n(CCCC)c(=O)[nH]c1=O,-55%,3%,27%,0%,12%,-3%,6%,-11%,6%,-1%
Cc1ccc(C(=O)Nn2cnnc2)cc1,0%,1%,-11%,-5%,-1%,-2%,-5%,10%,12%,-3%
CC1=C(C(=O)OCC(C)C)C(c2cccs2)NC(=S)N1 (stereo not given),-17%,3%,11µM*,5%,-5%,3%,-18%,-3%,2.5µM*,-4%
CCn1nc(C)c(CNC(=O)C2CCC(=O)N(CCc3ccc(OC)cc3)C2)c1C (stereo not given),3%,0%,0%,-7%,1%,2%,22%,-13%,-2%,-1%
CC(C)C(NS(=O)(=O)c1cccs1)C(=O)NCCN1CCN(c2ccccc2)CC1 (stereo not given),-29%,2%,7%,-1%,-1%,-2%,8%,2%,-3%,0%
Cc1ccc(C(=O)O/N=C(\N)c2ccccn2)c(C)c1,?,0.021µM*,?,-1%,?,0.032µM*,-44%[inhibitor],-13%,6.3µM*,-17%
C/C(=N\NC(=O)c1ccccc1O)c1ccc(NC(=O)c2ccccc2)cc1,?,21µM*,?,7%,?,?,12%,-4%,?,17%
CCS(=O)(=O)N1Cc2ccccc2CC1C(=O)Nc1ccc(C)cc1 (stereo not given),-2%[1.84 µM],?,42%,-2%,12%,0%,21%,-2%,9%,?
CCOc1ccccc1N1C(=O)CC(Sc2n[nH]c(-c3ccccc3)n2)C1=O (stereo not given),-26%,-18%,3.5µM*,3%,5%,-6%,24%,-4%,-71%,0%
CN1CCN(c2ccc(NC(=O)c3ccc([N+](=O)[O-])o3)cc2Cl)CC1,-85%[inhibitor],9.5µM*,?,?,?,?,-19%,-18%,?,?
CCOc1cc(C2/C(=C(/O)c3ccc(S(=O)(=O)N4CCCCC4)cc3)C(=O)C(=O)N2CCOC)ccc1O (stereo not given),33%,5%,3%,8%,-4%,2%,6%,6%,-13%,0%
COc1cccc(C=Nc2ccc3c(c2)CCC3)c1O,12%,2.7µM*,?,-2%,-1%,-5%,13%,0%,-3%,6%
COCCn1cnc2c1c(=O)n(Cc1ccc(Br)cc1)c(=O)n2Cc1ccccc1,-28%,0%,-20%,-4%,-1%,-4%,-9%,-2%,-4%,-3%
COc1ccc(NC(=O)CC(NCc2ccccn2)C(=O)O)cc1 (stereo not given),5%,7%,-29%,-7%,1%,-3%,-2%,0%,-9%,-4%
Cc1ccc(NC(=O)COC(=O)c2ccc[n+]([O-])c2)c(Br)c1,12%,·,·,·,·,·,1%,-6%,·,5%
COC(=O)c1ccccc1NC(=O)CSc1n[nH]c(-c2ccncc2)n1,-1%,-2%,37%,-7%,4%,3%,24%,4%,2%,-7%
COc1ccc(NC(=O)CSc2nc3ccccc3c(=O)n2CCCC(=O)NCC2CCCO2)c(OC)c1 (stereo not given),5%,3%,?,2%,-4%,-4%,-28%,7%,-4%,0%

Bioassay records from PubChem.
